From PubChem BioAssay
Fam108B inh: mouse Fam108B serine hydrolase inhibitors, primary screen, counter-screen for RBBP9 inhibitor project, biochemical, fluorescence polarization; recombinant Fam108B, FP-Rh probe fluorescence polarization; inhibition, % at 9.51 µM; 300,000 tested, 0.33% active; AID 1947, 2009;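 active means inhibition above the screen mean inhibition plus 3 SD, computed separately per campaign, cut at about 18% in these data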;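 further: inhibitors lower polarization as less probe binds the enzyme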
PAFAH1B3 FP inh: PAFAH1B3 enzyme inhibitors, primary screen, biochemical, fluorescence polarization, human. inhibition, % at 3.39 µM. recombinant PAFAH1B3, FP-rhodamine probe. Platelet-activating factor acetylhydrolase IB subunit alpha1 (Homo sapiens), Q15102. 340,000 tested, 0.28% active. AID 492972, 2010;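 active means inhibition above the screen-wide average of all tested compounds plus 3 SD, cut at about 25% in these data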;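 further: 0% = enzyme with DMSO only and 100% = wells lacking PAFAH1B3 protein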
Target sequence (Q15102 whole entry, looked up): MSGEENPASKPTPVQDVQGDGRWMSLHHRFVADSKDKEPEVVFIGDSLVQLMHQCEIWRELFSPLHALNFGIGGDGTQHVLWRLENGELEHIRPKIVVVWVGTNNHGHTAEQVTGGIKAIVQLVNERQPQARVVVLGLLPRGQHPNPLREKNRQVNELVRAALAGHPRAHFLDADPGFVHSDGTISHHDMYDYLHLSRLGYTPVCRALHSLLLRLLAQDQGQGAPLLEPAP
GSTO1 counter: inhibitors of recombinant GSTO1, primary screen, counter-screen for RBBP9 inhibitor project, biochemical, fluorescence polarization. Glutathione S-transferase omega-1 (Homo sapiens), P78417. activity-based probe fluorescence polarization. inhibition, % at 5.96 µM. 300,000 tested, 1.1% active. AID 1974, 2009;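 active means inhibition above the campaign mean inhibition plus 3 SD, cut at about 35% in these data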;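 further: 0% = GSTO1-1 with DMSO and 100% = wells lacking GSTO1-1 enzyme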
Target sequence (P78417 whole entry, looked up): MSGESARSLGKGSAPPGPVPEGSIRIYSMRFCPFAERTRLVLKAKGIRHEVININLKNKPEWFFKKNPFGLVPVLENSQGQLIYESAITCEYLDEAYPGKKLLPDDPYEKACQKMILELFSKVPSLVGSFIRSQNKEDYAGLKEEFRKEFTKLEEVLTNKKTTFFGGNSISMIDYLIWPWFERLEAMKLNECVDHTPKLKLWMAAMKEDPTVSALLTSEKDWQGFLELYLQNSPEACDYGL
pPAFAH FP inh: pPAFAH enzyme inhibitors, primary screen, biochemical, fluorescence polarization, human. Platelet-activating factor acetylhydrolase (Homo sapiens), Q13093. recombinant pPAFAH, FP-rhodamine probe fluorescence polarization. inhibition, % at 3.39 µM. 330,000 tested, 1.5% active. AID 463082, 2010;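 active means inhibition above the mean inhibition across the screen plus 3 SD, cut at about 25% in these data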;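 further: inhibitors block binding of the rhodamine activity-based probe so polarization drops; 0% = enzyme with DMSO and 100% = wells lacking pPAFAH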
PAFAH2 FP inh: PAFAH2 enzyme inhibitors, primary screen, biochemical, fluorescence polarization, human; Platelet-activating factor acetylhydrolase 2, cytoplasmic (Homo sapiens), Q99487; 340,000 tested, 0.99% active; inhibition, % at 3.39 µM; AID 492956, 2010; recombinant PAFAH2, FP-rhodamine activity probe;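 active means inhibition above the mean over all tested compounds plus 3 SD, cut at about 30% in these data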;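 further: inhibitors block probe labeling of enzyme so polarization drops; 0% = enzyme with DMSO and 100% = wells lacking PAFAH2 protein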
LYPLA1 counter: LYPLA1 inhibitors, primary screen, counter-screen for PME1 inhibitor project, biochemical, fluorescence polarization, FP-Rh probe ABPP. Acyl-protein thioesterase 1 (Homo sapiens), O75608. recombinant LYPLA1. inhibition, % at 5.9 µM. 320,000 tested, 0.16% active;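 active means inhibition above the mean of all tested compounds plus 3 SD, set per campaign, cut at about 14% in these data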;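 further: inhibitors block serine hydrolase probe labeling of LYPLA1 so polarization falls; 0% = enzyme with DMSO and 100% = wells lacking LYPLA1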
PAFAH1B2 inh: PAFAH1B2 enzyme inhibitors, primary screen, biochemical, fluorescence polarization, human; AID 492953, 2010; 340,000 tested, 1.2% active; inhibition, % at 3.39 µM; recombinant PAFAH1B2, FP-rhodamine activity probe; Platelet-activating factor acetylhydrolase IB subunit alpha2 (Homo sapiens), P68402;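 active means inhibition above the mean of all tested compounds plus 3 SD, cut at about 24% in these data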;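 further: 0% = enzyme with DMSO and 100% = wells lacking PAFAH1B2; many of its hits are not listed in these tables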
Target sequence (P68402 whole entry, looked up): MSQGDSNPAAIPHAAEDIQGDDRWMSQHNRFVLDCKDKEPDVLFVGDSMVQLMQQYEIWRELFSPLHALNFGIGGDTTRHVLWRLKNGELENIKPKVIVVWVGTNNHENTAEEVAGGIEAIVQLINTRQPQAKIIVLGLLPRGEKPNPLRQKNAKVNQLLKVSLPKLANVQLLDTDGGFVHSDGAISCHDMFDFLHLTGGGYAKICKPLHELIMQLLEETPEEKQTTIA
PME-1 primary: PME-1 inhibitors via competitive probe labeling, primary screen, biochemical, fluorescence polarization, FP-Rh probe, HTS | Protein phosphatase methylesterase 1 (Homo sapiens), Q9Y570 | AID 2130, 2009 | 320,000 tested, 0.53% active | inhibition, % at 5.9 µM | recombinant PME-1;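 active means inhibition above the campaign mean of all compounds plus 3 SD, cut at about 26% in these data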;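 further: competitive labeling of PME-1 active site by serine hydrolase directed probe; 0% = PME-1 with DMSO and 100% = wells lacking PME-1 enzyme; inhibitors block probe labeling so polarization falls and inhibition rises; many of its hits are not listed in these tables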
Target sequence (Q9Y570 whole entry, looked up): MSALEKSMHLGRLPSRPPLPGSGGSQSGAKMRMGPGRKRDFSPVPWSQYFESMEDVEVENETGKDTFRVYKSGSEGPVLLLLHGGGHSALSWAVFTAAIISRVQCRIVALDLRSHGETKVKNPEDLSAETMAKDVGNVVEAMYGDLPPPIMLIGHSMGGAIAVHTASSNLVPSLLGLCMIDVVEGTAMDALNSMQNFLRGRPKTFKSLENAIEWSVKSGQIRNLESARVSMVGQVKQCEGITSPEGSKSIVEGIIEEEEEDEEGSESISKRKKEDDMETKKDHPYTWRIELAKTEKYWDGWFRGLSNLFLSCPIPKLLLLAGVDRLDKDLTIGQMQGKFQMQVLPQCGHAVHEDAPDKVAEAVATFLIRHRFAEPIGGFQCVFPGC
PAD4 inh: human PAD4 inhibitors, primary screen, biochemical, fluorescence polarization, 1536-well format; 330,000 tested, 0.41% active; inhibition, % at 6.36 µM; recombinant PAD4, RCA probe fluorescence polarization;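 active means percent inhibition above a cutoff equal to the mean of all tested compounds plus 3 SD, cut at about 15% in these data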;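 further: 0% = PAD4 with RCA probe and DMSO and 100% = probe without PAD4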
Active calls of the source: *; . = no result given. This is a subset; count on the stated rates, not on these rows.

Values run as follows: Fam108B inh	PAFAH1B3 FP inh	GSTO1 counter	pPAFAH FP inh	PAFAH2 FP inh	LYPLA1 counter	PAFAH1B2 inh	PME-1 primary	PAD4 inh
CCOC(=O)[C@@H]1[C@H]2COc3ccc(Br)cc3[C@@H]2N2C(=O)N(c3ccc(F)cc3)C(=O)[C@@]12C
 : .	11	.	0	-6	.	0	.	-7
CNc1c(NS(=O)(=O)c2ccc(Br)cc2)c(=O)oc2ccccc12
 : -1	-4	-7	4	-10	-4	2	-5	-2
N#Cc1ccccc1CSc1nc2ccsc2c(=O)n1Cc1ccccn1
 : -4	9	1	0	-1	6	2	9	-1
COc1ccc(Nc2nc(N)nc(CSc3nccc(C)n3)n2)cc1
 : 2	-7	6	6	0	1	5	5	-2
O=S(=O)(c1ccc(S(=O)(=O)N(Cc2ccco2)Cc2ccccc2Cl)cc1)N1CCCC1
 : -4	13	12	-6	-4	-3	5	-6	-9
C=CCNc1nc(SCC=C)nc2ccsc12
 : -1	1	4	0	-7	-1	5	-1	0
CCOC(=O)c1sc(NC(=O)/C=C/c2cnn(CC)c2C)c(C(=O)OCC)c1C
 : -6	1	0	0	-18	-11	-1	-14	-3
CCC(C)NC(=O)Cn1c(=O)n(CCCCC(=O)NCc2ccco2)c(=O)c2ccccc21 (stereo not drawn)
 : -3	1	0	1	6	-1	4	-7	-2
O=S(=O)(NC1CC2CCC1C2)c1ccc(Cl)cc1 (stereo not drawn)
 : -6	-6	-1	8	3	0	18	1	0
COc1ccc(/C=C/C(=O)OCCCN(C)C)cc1
 : 4	4	17	1	11	0	7	0	1
CC(C)CNc1nc(N)c([N+](=O)[O-])c(NCc2ccccc2)n1
 : -9	3	0	1	5	2	7	-4	-6
N#C/C(=C/Nc1ccccc1F)S(=O)(=O)c1ccc(Cl)cc1
 : 1	0	-10	2	-2	-2	8	2	4
CS(=O)(=O)N(CC(=O)N1CCC(C(N)=O)CC1)Cc1ccc(Cl)c(Cl)c1
 : 1	15	-1	0	4	1	3	0	-6
CC(NC(=O)COC(=O)c1ccc([N+](=O)[O-])o1)c1ccccc1 (stereo not drawn)
 : .	-1	.	8	9	.	0	.	-13
CC12C(=O)N(c3ccccn3)C(=O)C1C1C=CC2C1 (stereo not drawn)
 : 4	8	6	-9	1	-1	-5	2	2
N#CCc1nn(Cc2ccc(F)cc2)c(=O)c2ccccc12
 : 6	7	-2	1	-9	7	11	-1	0
Cn1[nH]c(-c2ccccc2)c(/C=N/O)c1=O
 : 3	.	4	0	.	0	.	-4	-15
CCOC(=O)C1CN(S(=O)(=O)c2ccc(C)cc2)CCN1S(=O)(=O)c1ccc(C)cc1 (stereo not drawn)
 : 1	-4	-5	4	8	-1	3	4	0
COc1c(Cl)cc(-c2noc(C)c2C(=O)NC(C)C)cc1Cl
 : 3	5	2	1	-5	-2	2	-4	-2
N#Cc1ccccc1NC(=O)COC(=O)c1ccc2c(c1)OCCO2
 : 0	7	1	13	73*	1	1	0	-7
CCCCNC(=O)Nc1cc(C(F)(F)F)c[nH]c1=O
 : 1	4	2	4	5	-2	3	-1	-2
CCN1CCN(CCCNC(=O)CCCn2nc(C)c3sc4ccccc4c3c2=O)CC1
 : 3	4	2	5	11	0	-1	1	1
CCCCNC(=O)C1CC(=O)N(CCc2ccccc2)C1 (stereo not drawn)
 : -17	10	4	1	3	6	10	6	2
COC(=O)C1=C(CS(=O)(=O)c2ccccc2)NC(=O)NC1c1ccc(OC)c(OC)c1 (stereo not drawn)
 : 0	0	4	0	4	-2	1	-4	-1
Cc1oc(-c2cccc(Cl)c2)nc1CN1CCC(C(=O)NCCCN2CCCC2=O)CC1
 : 1	4	1	-3	2	-4	-2	-2	-1
CCOc1ccc(S(=O)(=O)n2nc(C)c(S(=O)(=O)N3CCOCC3)c2C)cc1
 : 2	-2	4	3	10	2	5	2	-4
CC(=O)c1cccc(-n2nnnc2SCC(=O)Nc2cccc(NC(=O)c3ccco3)c2)c1
 : 3	2	-5	4	-8	-3	0	-7	-5
O=C(CCN1CCCCC1)Nc1cccc(Cl)c1
 : -3	-3	-2	4	4	-3	1	1	-5
CCCSC(=O)N(CC)CC(=O)Nc1c(CC)cccc1CC
 : 3	3	2	1	-8	1	-2	3	5
COc1cc(Cl)c(S(=O)(=O)N2CC(C)OC(C)C2)cc1Cl (stereo not drawn)
 : 9	10	-5	0	2	1	-2	-5	3

Values run as follows: Fam108B inh	PAFAH1B3 FP inh	GSTO1 counter	pPAFAH FP inh	PAFAH2 FP inh	LYPLA1 counter	PAFAH1B2 inh	PME-1 primary	PAD4 inh
Cc1cc(C(=O)Nc2ccc(F)cc2C)n(-c2ccccc2)n1
 : -5	-3	4	-4	-4	0	-1	-2	-6
COc1ccccc1NC(=O)c1oc2ccc(C)cc2c1C
 : -6	6	8	-1	-5	0	2	-6	-8
CNS(=O)(=O)c1cc(Nc2ncnc3sccc23)ccc1C
 : 0	-2	-11	2	0	-1	2	-9	0
Cc1sc2ncnc(SCC(=O)N3CCCC3)c2c1C
 : 2	11	3	3	1	-8	11	-2	4
CCCn1nc(NC(=O)c2ccncc2)c2cc3ccccc3nc21
 : 7	6	-1	-1	-10	-6	0	1	1
CCCc1cc(=O)[nH]c(SCC(=O)Nc2sc3c(c2C(N)=O)CCCC3)n1
 : .	3	.	11	-1	.	10	.	-3
Cc1c(Cl)cccc1NC(=O)c1ccc(OCC(=O)NCc2ccccc2)cc1
 : -4	-1	-2	-7	6	0	0	8	0
COc1cc(/C=N/n2nnnc2N)cc(OC)c1OC
 : -3	-5	-5	6	8	2	0	4	-2
O=C(NC(=S)NC1CCSC1=O)c1ccccc1 (stereo not drawn)
 : 3	8	3	-4	1	0	-2	4	0
O=C(NC1CCCC1)c1ccc(Cl)c(S(=O)(=O)N2CCCCC2)c1
 : -2	5	6	7	-4	0	2	5	-3
CCN1CCN(CCNC(=O)CS(=O)(=O)Cc2nc(-c3ccc(C)cc3)oc2C)CC1
 : 5	2	4	3	-4	-4	4	-7	2
CC(NC(=S)NCCCN1CCOCC1)C12CC3CC(CC(C3)C1)C2 (stereo not drawn)
 : -4	1	0	6	6	3	9	-9	0
Cc1ccc(NC(=O)CN2C(=O)C3C4C=CC(C4)C3C2=O)cc1 (stereo not drawn)
 : 6	10	16	4	-1	2	4	0	5
O=C(CSc1nnc(CNC(=O)c2c(F)cccc2F)o1)NCc1ccco1
 : 1	-7	2	1	3	4	-1	8	-41
Cc1onc(-c2ccccc2)c1C(=O)N1CCOCC1
 : -9	-2	1	3	-2	-2	6	-2	0
CCCS(=O)(=O)N1CCC(C(=O)NCCc2ccccc2)CC1
 : -5	6	15	3	-16	2	0	4	-2
O=C(Nc1ccccn1)c1ccc(S(=O)(=O)N2CCCCC2)cc1
 : 1	2	1	3	-1	-4	3	3	6
COc1cc(/C=C2/C(=O)NN(c3ccc(Cl)cc3)C2=O)ccc1OC(=O)c1ccco1
 : -1	4	18	12	15	-2	9	2	3
CC1CCN(C(=O)CN(Cc2ccc(Cl)cc2)S(C)(=O)=O)CC1
 : -8	0	-7	3	-2	4	6	1	2
O=C(CC(Cc1ccccc1)C(=O)O)Nc1ccccc1 (stereo not drawn)
 : 0	2	9	1	6	3	0	-1	0
O=C(NCC1CCCO1)c1ccc(Br)o1 (stereo not drawn)
 : 4	-4	3	-3	0	0	4	-1	-1
CC[n+]1ccc(/C=C/c2c[nH]c3ccccc23)cc1
 : 1	5	-4	1	-5	-3	-3	1	-11
Cc1ccc(C)c(OCCCC(=O)NC2CCCCC2)c1
 : 1	2	1	0	8	-3	-3	2	-5
O=C(Nc1nnc(SCc2c(Cl)cccc2Cl)s1)c1cccc([N+](=O)[O-])c1
 : 5	0	-22	3	57*	-1	7	2	-4
CS(=O)(=O)N1CCN(CC(=O)NC2CCCC2)CC1
 : 3	-1	7	4	1	-1	-2	-5	0
COc1cc(C2C(C(=O)c3ccco3)=C(O)C(=O)N2Cc2ccccc2)ccc1O (stereo not drawn)
 : 1	2	0	4	2	2	7	-3	-6
CC1CCN(C(=O)CN2C(=O)c3ccccc3S2(=O)=O)CC1
 : -1	14	1	0	-3	3	-1	1	2
O=C(c1ccco1)N1CCN(C2CC(=O)N(c3ccc(F)c(Cl)c3)C2=O)CC1 (stereo not drawn)
 : 0	7	2	4	6	0	7	-4	-2
COc1ccccc1-c1cc(C(=O)NN)[nH]n1
 : 0	.	-9	-8	.	-10	.	-5	-1
CC1(C(=O)O)Sc2[nH]c(=O)sc2C2c3ccccc3OC(=O)C21 (stereo not drawn)
 : -1	1	3	4	-7	2	1	0	-3

Values run as follows: Fam108B inh	PAFAH1B3 FP inh	GSTO1 counter	pPAFAH FP inh	PAFAH2 FP inh	LYPLA1 counter	PAFAH1B2 inh	PME-1 primary	PAD4 inh
CN1CCN(CCOCCOc2ccc(Br)cc2Cl)CC1
 : -5	6	1	3	-2	2	0	-5	-4
O=C(Nc1cc(N2CCCCC2)ncn1)c1ccc(F)cc1
 : 1	0	6	-3	0	-6	1	-2	5
CC(C)C(=O)Nc1c(O)c2ccccc2[nH]c1=O
 : 3	10	9	-1	5	2	6	0	-2
CCOC(=O)N1CCN(CCCc2ccccc2)CC1
 : -1	11	4	3	-8	6	7	-3	2
CC(NS(=O)(=O)c1ccc(Br)cc1)C(=O)NCCc1ccccc1 (stereo not drawn)
 : -4	4	5	5	5	-1	-8	4	-4
CCN(CC)S(=O)(=O)c1ccc(C)c(NC(=O)Cn2c(=O)cnc3ccccc32)c1
 : -1	9	-8	11	-35	-4	-4	2	3
O=c1c(-c2ccc(Br)cc2)[n+]([O-])c2ccccc2n1OCc1ccccc1
 : -1	4	-7	0	10	0	4	-3	-5
COc1cc(NC(=O)CSc2nc3[nH]ncc3c(=O)n2-c2ccccc2C)cc(OC)c1OC
 : 2	5	3	8	-4	-1	4	-2	-4
O=C(Nc1ccc2c(c1)OCO2)C1CCN(C(=O)CSc2ncnc3ccccc23)CC1
 : 3	6	22	3	5	-3	3	7	1
COc1ccc(Br)cc1S(=O)(=O)NCc1ccccc1
 : 4	-3	4	5	-1	0	2	2	-3
CCC(=O)N1CCc2cc(S(=O)(=O)CCC(=O)NCc3cccc(OC)c3)ccc21
 : 7	12	-5	4	3	-6	-4	4	-4
COc1ccccc1OCC(=O)NCCC1=CCCCC1
 : -4	10	1	0	2	0	4	-1	-6
COc1ccc(C(=O)CC(=O)O)c2c1C=CC(C)(C)O2
 : -4	-4	-6	4	1	-2	0	2	-2
COc1cc(CN2CCC(C(N)=O)CC2)ccc1OCc1ccccc1
 : 0	8	-4	0	9	-3	3	3	3
N#C/C(=C(/O)COC(=O)c1ccccc1O)c1nc2ccccc2s1
 : 5	7	7	11	11	-4	1	2	-3
CCOCCCNC(=O)C(c1ccc(C)cc1)N1CCOCC1 (stereo not drawn)
 : -2	2	4	-2	-6	0	-6	2	-2
